Mcl1 Bid PPI: disrupts binding of human Mcl-1 to Bid peptide; Q07820; TR-FRET Mcl-1/Bid-Dy647 peptide binding, 1536-well; inhibition, % at 21.7 µM; hit rate 0.97% among 220,000;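 active means compounds that cut the binding signal by more than half at the single screening dose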;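 further: His-tagged Mcl-1 with europium anti-His antibody binding Bid BH3 peptide; 0% = Mcl-1 plus peptide wells and 100% = peptide-only wells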
Target sequence (Q07820 whole entry, looked up): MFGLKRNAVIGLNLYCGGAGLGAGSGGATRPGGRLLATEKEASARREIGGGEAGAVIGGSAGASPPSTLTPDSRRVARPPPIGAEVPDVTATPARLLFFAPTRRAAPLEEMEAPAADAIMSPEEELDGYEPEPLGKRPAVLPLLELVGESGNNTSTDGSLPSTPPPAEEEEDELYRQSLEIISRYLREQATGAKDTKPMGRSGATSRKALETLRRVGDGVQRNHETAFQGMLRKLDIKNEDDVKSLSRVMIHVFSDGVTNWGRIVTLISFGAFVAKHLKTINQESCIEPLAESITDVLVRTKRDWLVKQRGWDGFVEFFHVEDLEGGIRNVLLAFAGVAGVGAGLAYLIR
Bim-Mcl-1: human Bim-Mcl-1 interaction inhibition; hit rate 0.1% among 190,000; Bead-based flow cytometry, Bim peptide-Mcl-1 binding; Q07820; AID 1009; inhibition, % at 10 µM;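 further: 0% = no compound tracer wells and 100% = peptide blocker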
RGS8-Gao: modulates binding of RGS8 to human Galphao; hit rate 0.34% among 220,000; P09471; response (percent of control binding), % at 10 µM; multiplexed bead flow cytometry; actives lie on both sides; AID 1423; in the data active means response below about 60% or above about 140%; inactive means in between;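 further: Galphao activated as the GDP aluminium fluoride complex binding bead-coupled RGS8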
Target sequence (P09471 whole entry, looked up): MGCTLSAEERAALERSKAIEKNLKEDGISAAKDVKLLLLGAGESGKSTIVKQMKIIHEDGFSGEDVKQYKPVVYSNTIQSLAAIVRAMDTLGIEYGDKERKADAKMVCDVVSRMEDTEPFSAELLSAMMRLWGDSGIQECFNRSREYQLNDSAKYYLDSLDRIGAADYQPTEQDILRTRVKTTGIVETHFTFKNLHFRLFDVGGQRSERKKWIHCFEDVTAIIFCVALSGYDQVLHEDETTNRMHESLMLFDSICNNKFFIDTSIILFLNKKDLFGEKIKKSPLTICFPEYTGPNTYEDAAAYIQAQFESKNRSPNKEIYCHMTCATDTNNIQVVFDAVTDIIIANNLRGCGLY
Bim-Bcl-XL: human Bim-Bcl-XL interaction inhibition | Q07817 | Bim peptide-Bcl-XL binding, bead flow cytometry, fluorescence | inhibition, % at 10 µM | hit rate 0.04% among 190,000 | AID 1007
Mcl1-Noxa inh: disrupts binding of human Mcl-1 to Noxa peptide | TR-FRET Mcl-1/Noxa peptide binding, 2 h | AID 1022 | Q07820 | hit rate 1.5% among 220,000 | inhibition, % at 21.7 µM;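 active means compounds that cut the protein-peptide binding signal by more than 50% relative to plate controls in a single-dose test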;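 further: His-tagged Mcl-1 with rhodamine Noxa BH3 peptide and terbium anti-His antibody; 0% = Mcl-1 plus Noxa peptide wells and 100% = peptide-only wells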
RGS7-Gao: regulators of human RGS7-Galphao interaction | hit rate 0.35% among 220,000 | AID 1439 | Multiplexed bead flow cytometry, RGS7-Galphao binding; actives lie on both sides | P09471 | binding response (% of control), % at 10 µM; in the data active means binding response below about 49% or above about 150%; inconclusive means no clear call, values can overlap the other calls; inactive means in between;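 further: fluorescent Galphao held in activated GDP-AlF4 state binding bead-coupled RGS7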
Bfl-1 Bim block: human Bim-Bfl-1 interaction inhibition. Q16548. Bead-based flow cytometry, Bim-Bfl-1 binding inhibition. inhibition, % at 10 µM. hit rate 0.12% among 190,000. AID 1008;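 further: 0% = wells without compound plus tracer and 100% = blocker peptide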
Bim-Bcl-W: disrupts Bim peptide binding to human Bcl-W; bead-based flow cytometry; hit rate 0.02% among 190,000; Q92843; inhibition, % at 10 µM; AID 952;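 further: 0% = bound tracer without compound and 100% = peptide blocker; higher means less fluorescent Bim peptide bound to Bcl-W beads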
RGS4-Gao reg: human RGS4-Galphao interaction regulation; Multiplexed bead flow cytometry, RGS4-Galphao binding; actives lie on both sides; hit rate 0.33% among 220,000; P09471; binding response (% of control), % at 10 µM; AID 1415; in the data active means binding response below about 49% or above about 150%; inactive means in between;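 further: fluorescent Galphao activated with aluminum fluoride binding bead-coupled RGS4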
Bim-Bcl-B: inhibitors of Bim-Bcl-B interaction, human; bead-based flow cytometry, Bim peptide-Bcl-B binding; hit rate 0.073% among 190,000; inhibition, % at 10 µM; AID 951;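 further: 0% = tracer peptide without compound and 100% = reference inhibitor peptide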
Target sequence (Q9HD36 whole entry, looked up): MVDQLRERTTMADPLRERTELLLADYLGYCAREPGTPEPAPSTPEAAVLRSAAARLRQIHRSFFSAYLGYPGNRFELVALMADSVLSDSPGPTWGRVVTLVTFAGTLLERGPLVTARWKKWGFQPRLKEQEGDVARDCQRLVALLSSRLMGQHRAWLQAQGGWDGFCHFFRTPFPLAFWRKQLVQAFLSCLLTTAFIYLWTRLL
Bim-Bcl-2: disrupts Bim peptide binding to human Bcl-2; Bead-based flow cytometry, Bim peptide-Bcl-2 binding; inhibition, % at 10 µM; hit rate 0.06% among 190,000; in the data active means inhibition above about 40%; inconclusive means no clear call, values can overlap the other calls;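 further: 0% = no compound wells with probe peptide and 100% = reference peptide inhibitor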
* marks the source's active call; other numbers are inactive results; u = inconclusive; x = not tested or not shown. Unless noted, no stated cut-off is given here; in the data, active means inhibition above about 40%.

SMILES	Mcl1 Bid PPI	Bim-Mcl-1	RGS8-Gao	Bim-Bcl-XL	Mcl1-Noxa inh	RGS7-Gao	Bfl-1 Bim block	Bim-Bcl-W	RGS4-Gao reg	Bim-Bcl-B	Bim-Bcl-2
O=c1[nH]c(CN2CCCCC2)nc2c1C1(CCCCC1)Cc1ccccc1-2	-7	0	103	2	24	109	-7	0	107	-7	-7
CCC/C=N/NC(=O)CNC(=O)c1ccccc1Cl	-22	0	102	0	-18	u	0	-1	102	0	0
CCCOc1ccc(CN(CCO)CCO)cc1C(=O)OC	-29	2	101	2	-13	99	-9	0	100	-1	3
COc1cc2c(cc1OC)C(c1ccc(-c3cc(Cl)ccc3Cl)o1)=NCC2	18	0	102	-2	12	97	-9	3	100	-8	-5
C=CCNc1nnc(-c2ccncc2)s1	5	-1	100	-4	16	99	-15	0	99	-8	-8
CC(C)CN(CC(C)C)C(=O)C12CCC(C)(C(=O)O1)C2(C)C (configuration not stated)	-1	-3	90	-5	-18	95	-2	-4	97	-6	-4
CC(C)(C)c1ccc(OCc2ccc(C(=O)NN)o2)cc1	7	x	103	x	-4	u	x	x	102	x	x
CC(NC(=O)CSc1n[nH]c(=O)[nH]c1=O)C1CC2CCC1C2 (configuration not stated)	-15	x	90	x	11	u	x	x	83	x	x
CCN(Cc1nc2cc(OC)c(OC)cc2c(=O)[nH]1)C(=O)c1ccc(S(=O)(=O)N(C)C)cc1	3	-3	97	-11	13	96	-11	0	99	-9	-9
Cc1cc(C)cc(N(C(C)C(=O)NCc2ccc3c(c2)OCO3)S(C)(=O)=O)c1 (configuration not stated)	-17	1	101	-3	12	104	-4	2	99	0	-1
Cc1cccc(-n2c(SCC(=O)N3CC(=O)Nc4ccccc43)nc3ccccc3c2=O)c1	-21	0	102	-2	8	99	-7	0	99	-9	0
CC(=O)NCCc1c[nH]c2ccc(OCC(O)CNC(C)(C)C)cc12 (configuration not stated)	-127	x	103	x	10	u	x	x	119	x	x
COc1ccc(CCNc2nc(-c3ccncc3)cs2)cc1OC	-11	x	103	x	0	u	x	x	106	x	x
CCOC(=O)N1CCN(c2nc(-c3ccc(Cl)cc3)cs2)CC1	-17	-3	100	-5	22	94	-9	1	100	-10	-10
COc1ccccc1-n1cnc2cc(NC(C)=O)ccc21	-28	-6	91	-8	-8	87	-15	-2	87	-12	-10
CCOC(=O)C1(C)Oc2cccnc2NC1=O (configuration not stated)	-29	0	102	-2	7	100	-5	-1	102	-7	-4
O=C(NCc1ccco1)c1cc2sccc2n1Cc1ccccc1	-13	-3	98	-1	-4	96	1	-3	94	-3	-1
O=C(Nc1ccc2oc(-c3ccncc3)nc2c1)c1ccc2c(c1)OCO2	6	x	104	x	40	u	x	x	102	x	x
Cc1ccccc1-n1c(O)c(C=NC2CCS(=O)(=O)C2)c2ccccc2c1=O (configuration not stated)	-32	x	100	x	3	u	x	x	97	x	x
CN(C)CCCNC(=O)c1cc(Br)ccc1O	1	x	98	x	7	u	x	x	99	x	x
COc1ccccc1C(=O)N/C(=N/c1nc(C)cc(C)n1)Nc1ccccc1	-2	x	100	x	-1	u	x	x	94	x	x
O=C(Nc1ccc(F)cc1F)c1cc(-c2ccco2)on1	-30	4	100	0	0	101	1	2	100	2	4
COc1cc(NC(C)=O)c2ncccc2c1NC(C)=O	-35	x	103	x	3	u	x	x	106	x	x
O=C(CN1CCN(c2ccccn2)CC1)N1CCc2ccccc21	-7	-1	99	-6	7	99	-8	-4	97	-7	-8
COc1ccc(N2C(=O)c3ccccc3NC23CCCC3)cc1	-7	0	101	1	3	u	-2	3	99	0	-1
Clc1ccc(COc2cccc(CNCc3ccncc3)c2)cc1	27	-6	98	-4	38	105	1	-5	103	0	-4
CC1CCC/C(=N\NC(=O)COc2ccccc2Cl)C1 (configuration not stated)	-2	-6	102	-6	15	103	-5	-6	103	-6	-3
Cc1cc(C)c2sc(NC(=O)c3ccc(N4C(=O)CCC4=O)cc3)nc2c1	-21	x	103	x	-3	x	x	x	103	x	x
Cc1nc2nc(-c3ccc(Cl)cc3)cn2nc1C	-4	-2	103	-3	6	99	-8	0	103	-5	-6
O=C1c2ccccc2C(Nc2ccc(S(=O)(=O)N3CCOCC3)cc2)N1Cc1ccco1 (configuration not stated)	-15	1	96	-5	17	96	-7	-2	102	-9	-7
S=C(NCc1ccccc1)N1CCN(Cc2ccc3c(c2)OCO3)CC1	-56	2	104	2	0	101	3	3	107	-4	2
Cc1cccc(NC(=O)c2ccc(OC3CSC3)cc2)c1	-6	-5	103	-2	5	104	0	-1	103	-4	0
Cn1c(C(=O)NCCN2CCc3ccccc3C2)cc2c(=O)[nH]c3ccccc3c21	-34	-1	88	-3	18	103	-9	0	74	-8	-9
Nc1nc(SCC(=O)Nc2ccccc2Sc2ccc(Cl)cc2)n[nH]1	-30	-3	104	-3	-8	103	2	-2	105	-3	0
O=C(CSc1nnc(CNc2ccc(F)cc2)o1)N1c2ccccc2Sc2ccccc21	-3	-2	100	0	9	101	1	-3	102	0	-1
Cc1ccc(S(=O)(=O)N/N=C/c2ccc(O)c(O)c2)cc1[N+](=O)[O-]	-33	0	100	-5	7	u	0	2	97	-10	-2
CCOC(=O)Cn1c(S(=O)(=O)Cc2ccc(F)cc2)nc(-c2ccccc2)c1-c1ccccc1	-9	-2	99	-1	6	100	-12	2	100	-6	-8
CCOC(=O)CN(C(=O)CSc1nnc(-c2cccc(OC)c2)o1)c1ccc(F)cc1	-23	0	98	2	-4	90	0	0	88	2	-1
COCCCNCCOCCOc1ccc(Cl)cc1Br	32	-3	104	-6	32	100	-2	-2	101	-2	1
O=C1CCCC(O)=C1C=Nc1ccc2c(c1)oc1ccccc12	3	0	104	-6	-5	101	-13	1	104	-4	-7
Cc1ccc(CNC(=O)c2ccc(CN3CCOCC3)cc2)cc1	-25	-3	100	0	23	101	0	-1	102	-3	-3
COC(=O)C1=C(C)N(Cc2cccnc2)C(=O)/C1=C\c1cccs1	14	-2	100	0	41	100	-6	-1	99	-2	-4
CC1CCCCN1C(=O)Cn1c(=O)oc2ccccc21 (configuration not stated)	-34	0	103	-3	-4	106	-5	-4	101	-4	-4
Cc1cc(C)nc(SCC(=O)Nc2ccc(S(=O)(=O)Nc3onc(C)c3C)cc2)n1	-10	5	103	-1	3	102	-11	3	103	-8	-5
O=C(NCCOc1ccc2ccccc2c1)c1cncc(Br)c1	-1	x	106	x	-17	u	x	x	110	x	x

Profiles, quoted from the list. Screens in order: Mcl1 Bid PPI	Bim-Mcl-1	RGS8-Gao	Bim-Bcl-XL	Mcl1-Noxa inh	RGS7-Gao	Bfl-1 Bim block	Bim-Bcl-W	RGS4-Gao reg	Bim-Bcl-B	Bim-Bcl-2
Cc1ccc(S(=O)(=O)N/N=C/c2ccc(O)c(O)c2)cc1[N+](=O)[O-] as listed: -33	0	100	-5	7	u	0	2	97	-10	-2
CN(C)CCCNC(=O)c1cc(Br)ccc1O as listed: 1	x	98	x	7	u	x	x	99	x	x

Other records.
SMILES	Mcl1 Bid PPI	Bim-Mcl-1	RGS8-Gao	Bim-Bcl-XL	Mcl1-Noxa inh	RGS7-Gao	Bfl-1 Bim block	Bim-Bcl-W	RGS4-Gao reg	Bim-Bcl-B	Bim-Bcl-2
CCNC(=S)N/N=C/c1cn(Cc2ccccc2F)c2ccccc12	-143	-3	102	-1	-65	98	4	-3	99	-13	2
NS(=O)(=O)c1cc(C(=O)NCCc2ccccn2)ccc1Cl	-29	x	103	x	13	u	x	x	103	x	x
COc1ccc(OC)c(NC(=O)c2ccc3c(=O)n(CCc4ccccc4)c(=S)[nH]c3c2)c1	-9	-9	98	-8	-21	96	-12	-9	98	-13	-12
CCCNC(=O)COC(=O)/C=C/c1ccc(C)o1	-18	0	99	-1	9	u	4	-2	102	-26	0
O=C1CCCc2sccc2N1	-8	0	103	3	-25	104	-10	-1	107	-6	-8
O=C1c2ccccc2C(=O)N1OCc1ccccc1[N+](=O)[O-]	-23	3	99	-1	10	103	-5	0	101	0	2
CC1(C)CC(N2CCCC2)=CC(=[N+]2CCCC2)C1	26	0	101	-1	21	97	0	2	99	-3	-2
COCCCC1CCN(Cc2nc(-c3ccccc3)no2)CC1	-22	0	100	1	13	101	0	1	99	0	-3
COCCn1c(C)cc(/C=N/NC(=O)c2cccnc2)c1C	-26	0	100	1	10	105	0	6	101	-1	1
COC(=O)C1=C(C)N(CCc2cc(OC)c(OC)c(OC)c2)C(=O)N[C@H]1c1ccc(Br)cc1	-5	0	103	0	1	100	1	-1	103	-4	2
COc1cc(C(C)=O)ccc1Oc1ncnc2c1cnn2-c1ccccc1	-2	-3	103	-6	-20	104	-2	-5	104	-9	-3
Cc1cc(=O)oc2cc(OCc3ccc(C(=O)OCC(=O)Nc4ccccc4OC(F)F)cc3)ccc12	33	-2	106	-2	11	104	0	-5	105	-10	-3
CC1=CC2=NCC(O)CN2C=C1 (configuration not stated)	-27	-3	101	-8	8	98	-14	0	98	-7	-6
CCCCC(=O)OCc1nc(N)nc(Nc2ccccc2C)n1	-23	-6	104	-5	25	100	0	-3	100	-7	-5
Cc1nn(C)cc1CN(C)Cc1ccc(OCC(O)CN2CCCCC2)cc1 (configuration not stated)	-29	-6	98	-3	16	96	-2	-4	100	-7	-1
O=C(NCCCn1ccnc1)c1ccc(S(=O)(=O)N2CCCCCC2)cc1	2	0	99	-2	4	102	0	0	102	0	-2
Nc1cccc(Nc2ccccc2)c1	-85	2	101	5	3	95	3	5	97	9	2
C=CCN1C(=O)C2(C(C#N)=C(N)Oc3n[nH]c(CCC)c32)c2ccccc21 (configuration not stated)	-13	0	124	-2	-18	107	-3	1	101	-4	-1
CCc1nnc(NC(=O)C(C)C)s1	0	-1	101	-1	8	94	0	3	101	0	5
Cc1cc(N2CCOCC2)ccc1/C=C1\NC(=O)N(Cc2ccccc2F)C1=O	-60	-5	102	-2	24	101	5	-3	102	0	-1
CCCn1c(=O)c2ccccc2n2c(SCc3c(C(=O)OCC)oc4ccccc34)nnc12	-23	0	96	-2	5	95	-2	1	100	-2	0
CC(=O)c1c(C)[nH]c(C(=O)NCCN2CCC(C)CC2)c1C	-13	-2	102	-3	17	100	-4	-1	100	-4	-5
O=S(=O)(Nc1ccccn1)c1cnc(Cl)c(Br)c1	9	-7	100	-11	13	100	-8	-7	100	-9	-8
COc1ccc(-n2c(C)cc(/C=C3/SC(=S)N(C)C3=O)c2C)cc1	-26	-3	2.9*	0	3	-5.5*	12	7	-20*	-9	-1
Cc1cccc2sc(NNC(=O)c3ccc(S(=O)(=O)N4CC(C)CC(C)C4)cc3)nc12 (configuration not stated)	-14	0	x	-1	-55	x	4	0	x	-6	0
CC1CCCC(NC(=O)CSC2CCCCC2)C1C (configuration not stated)	-3	-2	94	-3	3	78	-3	-3	68	-3	-5
Cc1ccc(S(=O)(=O)N2CC=C(c3ccc(F)cc3)CC2)cc1	4	-6	106	-3	-1	103	-2	-5	98	-4	-2
COc1ccc(C(=O)N/N=c2\oc3ccccc3cc2C(=O)NCc2ccccc2)cc1	9	-3	103	-5	19	105	0	-4	106	-5	0
CCOC(=O)c1c[nH]n2c(=O)cc(C)nc12	-16	x	104	x	0	u	x	x	112	x	x
COc1ccccc1-c1cc(C(=O)NCc2ccco2)no1	-18	2	96	-1	13	94	1	1	95	0	-1
Cc1cc(C)n(-c2ccc(C(=O)Nc3cccc([N+](=O)[O-])c3)cc2)n1	-7	0	100	-1	7	98	1	0	103	1	1

High-throughput results as filed in PubChem BioAssay.
